# NTMT1 inh – Primary qHTS for Inhibitors of N-terminal methyltransferase 1 (NTMT1): MTaseGlo Assay. N-terminal Xaa-Pro-Lys N-methyltransferase 1 (Homo sapiens), Q9BV86. AID 1645870, 2021. NTMT1 MTase-Glo SAH luminescence, purified enzyme. 59,000 tested, 2.5% active. Potency, µM (highest dose often 114 µM), inactives show top-dose activity change, negative = inhibition, most hits filed as inhibitors;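 further: potency means the concentration at half of the fitted maximal effect; plate controls were DMSO vehicle for no effect and no enzyme for full effect; nearly all actives have a fitted effect of over 65% in size; many of its hits are not listed in these tables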
# FH mod – Identification of activators of human fumarate hydratase by quantitative high-throughput screening; Potency, µM (highest dose often 79.9 µM), inactives show top-dose activity change, negative = inhibition, actives largely listed as inhibitors; 54,000 tested, 0.22% active; FH coupled MDH/diaphorase resazurin fluorescence, 15 min; further: potency means the concentration at half of the fitted maximal effect; on the % scale 0 is the no-effect control and ±100 the full control effect; the screen sought activators but most active calls are inhibition curves; nearly all actives have a fitted effect of over 45% in size
# Target sequence (P07954 whole entry, looked up): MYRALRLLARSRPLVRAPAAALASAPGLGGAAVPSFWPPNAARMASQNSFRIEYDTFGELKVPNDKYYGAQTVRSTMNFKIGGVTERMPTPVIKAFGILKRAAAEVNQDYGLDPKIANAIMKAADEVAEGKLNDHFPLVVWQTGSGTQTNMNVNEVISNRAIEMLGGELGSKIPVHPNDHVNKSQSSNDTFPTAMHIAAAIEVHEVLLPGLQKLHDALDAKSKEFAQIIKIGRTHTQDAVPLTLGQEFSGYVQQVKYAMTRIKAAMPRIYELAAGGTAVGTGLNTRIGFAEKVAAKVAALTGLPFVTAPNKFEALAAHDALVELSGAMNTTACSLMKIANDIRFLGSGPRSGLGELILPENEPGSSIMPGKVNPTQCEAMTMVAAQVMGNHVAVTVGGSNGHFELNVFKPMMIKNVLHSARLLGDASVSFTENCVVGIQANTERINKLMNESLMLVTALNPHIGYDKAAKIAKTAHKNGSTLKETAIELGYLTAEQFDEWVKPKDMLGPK
# p53null 39C kill – qHTS Screen for Compounds that Selectively Target Cancer Cells with p53 Mutations: Cytotoxicity of p53 Null Cells at the Nonpermissive Temperature. Potency, µM (titrated, usually from 46.1 µM), inactives show at the top dose activity, negative = cell killing, usual class: cytotoxic. H1299 p53-null (neo) cells, 39C, ATPlite viability, 24 h. 55,000 tested, 0.97% active;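 further: potency means the concentration at half of the fitted maximal effect; 0% = DMSO only and -100% = full killing by 100 µM tamoxifen; nearly all actives have a fitted effect of over 50% in size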
#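 Following overnight plating at 37C (600 cells/well), H1299-neo or H1299-p53A138V cells are dosed up to 46 uM. Incubation lasts 24 hr at 39C before ATP detection.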
# GALK inh – qHTS Assay for Inhibitors of Human Galactokinase (GALK): NCGC Sytravon Library Screen | 44,000 tested, under 10 active | P51570 | recombinant GALK, Kinase-Glo ATP luminescence, 1 h | Potency, µM (titrated, usually from 57.5 µM), for inactives: at the highest dose activity, negative = inhibition, most hits filed as inhibitors;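 further: plate controls were full GALK reaction for no effect and reaction lacking GALK for full effect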
#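 Compounds were pinned into ATP buffer, then GALK-galactose mix was added (final 5 nM enzyme, 35 uM ATP, 100 uM galactose, pH 8.0). After 1 h at room temperature, Kinase-Glo Plus was added and luminescence read.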
# B2AR arrestin ag – qHTS assay of beta-arrestin-biased ligands of beta2-adrenergic receptor: NCGC Sytravon Library Screen | Beta-2 adrenergic receptor (Homo sapiens), P07550 | HTLA Tango cells, beta-arrestin recruitment, luciferase luminescence, 18 h | Potency, µM (series often up to 46.1 µM), for the others: at the top dose activation, actives largely listed as activators | 44,000 tested, under 10 active;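 further: potency means the concentration at half of the fitted maximal effect; 0% = DMSO and full agonism = EC100 isoproterenol or metaproterenol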
# Target sequence (P07550 whole entry, looked up): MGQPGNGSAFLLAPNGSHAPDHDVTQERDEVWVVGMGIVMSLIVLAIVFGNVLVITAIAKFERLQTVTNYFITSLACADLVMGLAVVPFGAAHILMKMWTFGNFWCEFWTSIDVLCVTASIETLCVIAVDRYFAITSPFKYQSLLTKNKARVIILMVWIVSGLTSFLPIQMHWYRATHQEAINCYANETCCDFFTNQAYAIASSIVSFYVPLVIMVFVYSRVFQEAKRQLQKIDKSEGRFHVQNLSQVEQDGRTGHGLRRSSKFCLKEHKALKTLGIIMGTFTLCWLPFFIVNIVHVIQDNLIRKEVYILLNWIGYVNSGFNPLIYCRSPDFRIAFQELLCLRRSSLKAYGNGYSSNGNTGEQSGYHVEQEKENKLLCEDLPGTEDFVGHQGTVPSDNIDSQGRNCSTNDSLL
#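 Receptor–beta-arrestin recruitment read by tTA-responsive luciferase: compound titrations (up to 46 µM) incubated 18 h with Tango cells, then luminescent substrate 15 min at room temperature. Concentration-response fits classified by r2, efficacy and activity.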
# PTAP-TSG101 blk – qHTS Validation Assay for Inhibitors of HIV-1 Budding by Blocking the Interaction of PTAP/TSG101: Sytravon Library Screen. Fluorescence polarization, FITC-PTAP peptide/Tsg101, 20 min. 44,000 tested, under 10 active. Tumor susceptibility gene 101 protein (Homo sapiens), Q99816. Potency, µM (doses to about 115 µM), for inactives: top-dose activity change, negative = inhibition, actives largely listed as inhibitors; further: potency means the concentration at half of the fitted maximal effect; 0% is about no effect
#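 FITC-labeled PTAP peptide (50 nM final) binding to Tsg101 binding domain (10 uM final) read by fluorescence polarization after 20 min at r.t. in HEPES pH 7.5 buffer. Actives by CRC class, <25 µM.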
# p53null 32C tox – qHTS Screen for Compounds that Selectively Target Cancer Cells with p53 Mutations: Cytotoxicity of p53 Null Cells at the Permissive Temperature; 55,000 tested, 0.62% active; AID 903, 2007; H1299-neo p53 null cells, ATP luminescence, 24 h, 32C; Potency, µM (series often up to 46.1 µM), for inactives: at the highest dose activity change, negative = cytotoxicity, most hits filed as cytotoxic;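 further: potency means the concentration at half of the fitted maximal effect; 0% = DMSO only and -100% = full killing by 100 µM tamoxifen; nearly all actives have a fitted effect of over 55% in size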
#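 We seeded p53-null H1299-neo cells, incubated them overnight at 37C, and added compounds across a range up to 46 uM. After 24 hours at 32C, ATP reagent was applied for 20 min at room temperature and luminescence recorded.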
# An asterisk follows results filed as active; ? = inconclusive; . = no result given; [ ] = another dose, or the depositor's remark. The call rests on the fitted dose curve; in most records, active means well fitted curve in the direction sought with a large enough effect; inconclusive means small, poorly fitted or top-dose-only effect, or another doubt; inactive means no such curve, though single readings can be large; an effect the other way counts as inactive or inconclusive. Only part of the results is shown, so the mix of outcomes need not match the whole.
SMILES,NTMT1 inh,FH mod,p53null 39C kill,GALK inh,B2AR arrestin ag,PTAP-TSG101 blk,p53null 32C tox
COc1ccc(OC)c(S(=O)(=O)NCC(c2cccs2)S(=O)(=O)c2ccc(F)cc2)c1 (configuration not stated),0%,-25%,19%,5%,-2%,-8%,-6%
Cc1ccc(S(=O)(=O)Nc2nc3n(n2)C(c2ccc(F)cc2)C=C(c2ccccc2)N3)cc1 (configuration not stated),-3%,-19%,-10%,2%,-3%,-6%,-13%
CCOc1ccccc1NC(=O)Cn1c2ncccc2c(=O)n1-c1ccc(C)c(C)c1,-3%,-3%,2%,1%,0%,-5%,-5%
COc1ccc(-c2c(C)c3ccc(O)c(CN4CCCCC4)c3oc2=O)cc1OC,-10%,9%,-2%,1%,0%,-2%,-3%
CSc1ccc(CCNC(=O)Cn2nc(C)n3c(cc4sccc43)c2=O)cc1,?,3%,-19%,7%,0%,0%,-4%
CC(=O)Nc1ccc(NC(=O)CN(C)S(=O)(=O)c2ccc3c(c2)CCCC(=O)N3)cc1,5%,-1%,-14%,0%,1%,-1%,5%
COc1ccccc1NC(=O)CC(C)n1nc(C)cc1C (configuration not stated),3%,0%,-2%,1%,0%,-4%,0%
O=C(Nc1cccc(F)c1)c1cccc2c1C(=O)N(C1CCCCC1)C2,6%,1%,3%,0%,1%,-2%,-2%
Cc1ccc(S(=O)(=O)c2nnn3c2nc(NCc2ccc(F)cc2)c2sccc23)cc1,89µM*,-8%,-10%,-4%,0%,-7%,-8%
Cc1ccc(NC(=O)C2CCCN(c3ncnc4c3nc3n4CCCCC3)C2)cc1F (configuration not stated),5%,?,3%,-2%,0%,-4%,1%
CN1CCN(C(CNC(=O)C(=O)Nc2ccccc2)c2ccc3c(c2)OCO3)CC1 (configuration not stated),-7%,1%,73%[activator],1%,0%,-7%,-2%
CC(=O)Nc1ccc(C2Sc3ccccc3NC3=C2C(=O)c2ccccc23)cc1 (configuration not stated),-3%,?,-5%,-3%,-1%,-3%,24%
O=C(CSc1ncc(S(=O)(=O)c2ccc(Cl)cc2)c(=O)[nH]1)Nc1cccc(C(F)(F)F)c1,?,-27%,27%,3%,0%,-7%,-1%
O=C(Cn1cc(SCc2ccc(Br)cc2)c2ccccc21)N1CCCCC1,-16%,?,2%,1%,-1%,-7%,9%
CC(C)c1ccc(NC(=O)CS(=O)(=O)c2cccc3nsnc23)cc1,-1%,-5%,10%,-7%,0%,0%,1%
COc1ccc(NCc2nc3ccccc3n2CCOc2ccccc2C)cc1,16%,?,?,5%,0%,-2%,97%[activator]
CC(=O)OCc1cnc(C)c2oc(=O)c(C(=O)Nc3cccc(F)c3)cc12,7%,1%,-3%,-3%,1%,2%,-4%
COc1ccccc1N1CCN(C(=O)CSc2nc3ccccc3nc2Cc2ccc(F)cc2)CC1,5%,-11%,19%,1%,0%,1%,28%
CCOc1ccc(-n2c(SCC(=O)Nc3cccc(Cl)c3)nc3c(oc4ccccc43)c2=O)cc1,9%,-1%,26%,0%,-2%,-6%,4%
CCc1ccccc1NS(=O)(=O)c1ccc2[nH]cc(C(=O)N(CC(C)C)CC(C)C)c(=O)c2c1,-1%,-14%,-6%,1%,1%,-5%,-6%
CCOC(=O)c1noc2ncn(Cc3cccc(C#N)c3)c(=O)c12,22%,-2%,-2%,-3%,-1%,-3%,3%
CC(=O)N1CCc2c(sc(NC(=O)CSc3ccc(F)cc3)c2-c2nc3ccccc3s2)C1,?,-24%,17%,1%,-3%,20%,5%
Cc1ccc(CN(C(=O)COc2ccc(Cl)c(C)c2)C2CCS(=O)(=O)C2)o1 (configuration not stated),2%,-5%,8%,1%,0%,-6%,7%
CCOc1ccc(-n2c(SCc3nc(-c4ccc(OC)cc4)no3)nnc2-c2ccncc2)cc1,3%,?,-6%,9%,0%,-5%,7%
Cn1c(C(=O)NCc2cccc(Cl)c2)cc2oc3ccccc3c21,-2%,-13%,?,7%,-3%,2%,?

# Copied from the list.
# Cc1ccc(S(=O)(=O)Nc2nc3n(n2)C(c2ccc(F)cc2)C=C(c2ccccc2)N3)cc1 (configuration not stated) – p53null 39C kill: -10%
# COc1ccccc1NC(=O)CC(C)n1nc(C)cc1C (configuration not stated) – B2AR arrestin ag: 0%
# CC(=O)OCc1cnc(C)c2oc(=O)c(C(=O)Nc3cccc(F)c3)cc12 – PTAP-TSG101 blk: 2%
# CC(=O)N1CCc2c(sc(NC(=O)CSc3ccc(F)cc3)c2-c2nc3ccccc3s2)C1 – FH mod: -24%

# Continued:
SMILES,NTMT1 inh,FH mod,p53null 39C kill,GALK inh,B2AR arrestin ag,PTAP-TSG101 blk,p53null 32C tox
CCC1CN(C(=O)N2CCC(C(=O)NCc3ccc(C)o3)CC2)c2cc(C)ccc2O1 (configuration not stated),0%,-22%,13%,-9%,0%,0%,4%
O=C(CCS(=O)(=O)c1ccc(Br)cc1)Nc1ccc(F)cc1F,3%,-1%,6%,0%,-1%,-5%,7%
Cc1cccc(C)c1NC(=O)CSc1nc(-c2cccs2)cc(C(F)(F)F)n1,18%,-2%,-11%,1%,0%,3%,9%
CCOc1ccccc1NC(=O)N1CCc2c(sc(C)c2CC)C1c1ccccc1 (configuration not stated),-5%,-12%,20%,-1%,0%,-6%,5%
Cc1c(Cl)cccc1NC(=O)Nc1c[nH]c(=O)[nH]c1=O,-9%,2%,17%,-3%,0%,-3%,-5%
COc1ccc(CNC(=O)c2ccc(N3CCCC3)c(NC(=O)NCc3ccc(F)cc3)c2)cc1,0%,-15%,5%,1%,1%,-6%,15%
CCCCN(Cc1ccccc1)S(=O)(=O)c1ccc2c(c1)CC(C)N2C(=O)CC (configuration not stated),-4%,-19%,44%,0%,-1%,-3%,27%
COC(=O)c1ccccc1NC(=O)Cn1c(=O)cc(C)c2c(C)nn(-c3cccc(Cl)c3C)c21,-4%,7%,-6%,3%,-1%,0%,2%
Cc1c(C(=O)NCc2ccc(F)cc2)sc2nc(-c3ccccc3)cn12,3%,?,-26%,-6%,-1%,0%,9%
COC(=O)c1c(NC(=O)c2cc(=O)c3ccc(C)c(C)c3o2)sc2c1CCCC2,1%,5%,39%[activator],4%,0%,-2%,0%
Cc1ccc(S(=O)(=O)c2nc(-c3cccs3)oc2SCc2ccc(F)cc2)cc1,17%,-22%,?,6%,1%,11%,4%
O=C(NCc1ccc(Cl)cc1)NCc1noc2ccccc12,-2%,-5%,-20%,-7%,0%,4%,-9%
CCOC(=O)c1cc(-c2ccc(OC)cc2)n(CCC(=O)Nc2ccccc2OC)c1C,?,-38%,4%,-1%,0%,-3%,12%
Fc1ccc(Nc2nc(Nc3ccc(F)cc3)nc(N3CCOCC3)n2)cc1,3%,-5%,-7%,0%,-2%,1%,-7%
CCc1ccc(C2CC(=O)Nc3c2c(=O)n(C)c2ncnn32)cc1 (configuration not stated),4%,-12%,-22%,6%,-1%,-2%,-2%
CCc1nonc1NC(=O)c1oc2ccc(C)cc2c1C,0%,-16%,-20%,7%,-1%,0%,-9%
CCOc1ccccc1C(=O)Nc1cc(-c2ccc(C)cc2)no1,-1%,9%,-9%,9%,0%,0%,-4%
COc1ccccc1NC(=O)c1ccc(-c2nc(COc3ccc(C)cc3)c(C)o2)cc1,6%,-14%,18%,-4%,0%,-5%,-1%
CCCCN(CC)CCCNC(=O)CN1C(=O)CSc2ccc(S(=O)(=O)N3CCOCC3)cc21,-4%,-18%,11%,-2%,0%,-1%,3%
O=C(Nc1ccc2nc(SCC(=O)N3CCCc4ccccc43)sc2c1)c1ccccc1F,-2%,-8%,-21%,-8%,-4%,3%,-14%
COc1ccc(CNC(=O)c2c3c(nc4ccccc24)C(=O)N(C2CCCCC2)C3)c(OC)c1,?,2%,6%,-2%,-2%,4%,13%
O=C(c1cc2ccccc2oc1=O)N(Cc1cccc(Cl)c1)C1CCS(=O)(=O)C1 (configuration not stated),2%,-13%,-20%,1%,0%,2%,-5%
CCCN(c1c(C)n(C)n(-c2ccccc2)c1=O)S(=O)(=O)c1ccc(C)cc1,3%,-1%,12%,3%,0%,-4%,-2%
CCOCCCNC(=O)c1cc(=O)[nH]c2ccc(S(=O)(=O)N3CCCC3)cc12,10%,-12%,-20%,6%,-1%,-2%,1%
Cc1ccc(NC(=O)CN2C(=O)CCc3cc(S(=O)(=O)N4CCOCC4)ccc32)cc1F,-7%,-7%,-3%,-1%,0%,-6%,-1%

# Next results
SMILES,NTMT1 inh,FH mod,p53null 39C kill,GALK inh,B2AR arrestin ag,PTAP-TSG101 blk,p53null 32C tox
CCN1c2ccccc2-n2cccc2C12CCN(C(=O)Nc1ccccc1C(F)(F)F)CC2,0%,1%,0%,3%,0%,2%,-9%
O=C(CCn1c(=O)c2cccn2c2cccnc21)N1CCN(c2cccc(C(F)(F)F)c2)CC1,-12%,-21%,11%,-7%,-1%,-1%,29%
CCN(c1ccccc1)c1nnc(NC(=O)Nc2cccc(Br)c2)s1,0%,-4%,17%,3%,-2%,-5%,1%
Cc1noc(/C=C/c2cccs2)c1S(=O)(=O)N1CCC(C(=O)NCc2ccc(Cl)cc2)CC1,?,-23%,8%,6%,0%,-1%,19%
Cn1c(=O)c2c([nH]c(=O)n2Cc2ccc(Cl)cc2Cl)n(C)c1=O,8%,3%,-6%,1%,-1%,0%,-7%
COc1ccc(CNC(=O)c2nc(SCc3ccc(C)cc3)ncc2Cl)cc1,13%,-4%,-16%,1%,0%,1%,-10%
Cc1ccc(CN2CCN(C3CCN(S(=O)(=O)c4ccc(C)cc4)CC3)C(=O)C2=O)cc1,.,.,-6%,1%,1%,1%,3%
COc1ccc(NC(=O)c2cc(C)nc3c2c(C)nn3-c2ccc(C)cc2)cc1OC,-5%,-9%,-15%,-4%,0%,-6%,-8%
Cc1ccc(NC(=O)c2cc(CN3CCOCC3)on2)cc1Cl,7%,2%,2%,0%,0%,2%,-3%

# Full records, looked up by structure. Order of values: NTMT1 inh | FH mod | p53null 39C kill | GALK inh | B2AR arrestin ag | PTAP-TSG101 blk | p53null 32C tox
# `Cc1ccc(CN2CCN(C3CCN(S(=O)(=O)c4ccc(C)cc4)CC3)C(=O)C2=O)cc1` is listed as . | . | -6% | 1% | 1% | 1% | 3%
# `Cc1noc(/C=C/c2cccs2)c1S(=O)(=O)N1CCC(C(=O)NCc2ccc(Cl)cc2)CC1` is listed as ? | -23% | 8% | 6% | 0% | -1% | 19%

# High-throughput results as filed in PubChem BioAssay.
